M4 ag – agonists of human muscarinic M4 receptor (CHRM4); activation, % at 3 µM; AID 624127; CHO-K1 hM4/Gqi5, Fluo-8 calcium fluorescence; vehicle 0%, full acetylcholine response 100%; 0.14% of 360,000 active;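 active means activation above the run mean over all test wells plus 3 SD, cut at about 32% in these data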;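 further: peak over basal fluorescence ratio per well then scaled between controls; 0% = DMSO wells and 100% = acetylcholine at EC100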
Target sequence (P08173 whole entry, looked up): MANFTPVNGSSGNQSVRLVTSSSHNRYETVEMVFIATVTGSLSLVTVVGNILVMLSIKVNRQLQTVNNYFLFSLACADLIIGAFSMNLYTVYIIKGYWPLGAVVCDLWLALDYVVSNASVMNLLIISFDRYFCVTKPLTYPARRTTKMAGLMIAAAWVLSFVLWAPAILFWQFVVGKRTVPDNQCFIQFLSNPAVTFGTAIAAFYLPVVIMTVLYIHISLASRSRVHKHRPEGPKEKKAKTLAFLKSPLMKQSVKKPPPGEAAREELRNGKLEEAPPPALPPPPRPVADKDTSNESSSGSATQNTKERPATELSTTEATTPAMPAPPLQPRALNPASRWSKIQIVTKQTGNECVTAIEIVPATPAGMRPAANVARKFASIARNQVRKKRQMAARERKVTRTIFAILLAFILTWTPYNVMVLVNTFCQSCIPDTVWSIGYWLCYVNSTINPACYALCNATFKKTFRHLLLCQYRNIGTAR
CHRM5 antagonist – blocks acetylcholine activation of human M5 receptor; CHO-hM5 cells, Fluo-8 calcium fluorescence, ACh EC80; inhibition, % at 3 µM; 0.59% of 360,000 active;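 active means inhibition above a per-plate cutoff, the mean of that plate's test compounds plus 3 SD, cut at about 27% in these data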;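 further: 0% = acetylcholine EC80 with DMSO and 100% = DMSO without agonist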
Target sequence (P08912 whole entry, looked up): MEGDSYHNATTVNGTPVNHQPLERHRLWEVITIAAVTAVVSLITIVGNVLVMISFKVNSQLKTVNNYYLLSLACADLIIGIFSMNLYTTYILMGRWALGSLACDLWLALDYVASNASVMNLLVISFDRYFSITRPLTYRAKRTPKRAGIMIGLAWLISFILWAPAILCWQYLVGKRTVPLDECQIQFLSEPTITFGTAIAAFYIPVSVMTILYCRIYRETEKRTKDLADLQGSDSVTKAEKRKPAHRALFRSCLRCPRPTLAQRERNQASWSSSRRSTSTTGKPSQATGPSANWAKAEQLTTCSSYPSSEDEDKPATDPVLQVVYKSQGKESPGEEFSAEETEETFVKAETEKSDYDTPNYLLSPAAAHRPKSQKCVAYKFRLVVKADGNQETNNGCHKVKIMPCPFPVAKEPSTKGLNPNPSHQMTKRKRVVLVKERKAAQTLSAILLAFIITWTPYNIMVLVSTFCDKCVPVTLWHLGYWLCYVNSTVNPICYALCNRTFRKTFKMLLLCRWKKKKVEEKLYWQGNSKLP
CHRM5 PAM – potentiates acetylcholine response at human M5 receptor; P08912; CHO-K1 hM5, Fluo-8 calcium, ACh EC20 PAM; 0% = ACh EC20, 100% = ACh EC100; activation, % at 3 µM; 0.3% of 360,000 active;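 active means activation above the run cutoff, the mean activation of all test compounds plus 3 SD, cut at about 18% in these data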
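System: CHO-K1 cell line with stable human muscarinic M5 receptor expression | Also added: EC20 acetylcholine as agonist stimulus | Compound: One concentration, 3 µM final (nominal) | Timing: Fluo-8 loading 80 min at 37 °C plus 30 min room temperature | Measured by: Fluo-8 calcium dye fluorescence, kinetic read | Read-out basis: % activation, ACh-normalized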
M4 PAM – potentiates acetylcholine response at human M4 receptor. AID 624126. CHO-K1 hM4/Gqi5, Fluo-8 calcium fluorescence, ACh EC20; 0% = ACh EC20, 100% = maximal ACh. activation, % at 3 µM. 0.4% of 360,000 active;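 active means activation above its plate's cutoff, the mean activation of sample wells plus 3 SD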; further: some results filed as inactive read as strong as hits
CRFR2-BP ag – CRF-BP/CRF-R2 complex agonism | activation, % at 13.2 µM | 0.46% of 350,000 active | HEK293 CRF-R2/CRF-BP, calcium dye fluorescence (FLIPR); percent of saturating CRF peptide response;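 active means activation of at least 50%, plus an integration ratio under a set limit after plate pattern correction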;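 further: plate controls were neutral control wells without compound for no effect and CRF at EC100 for full effect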
CHRM5 agonist – CHRM5 agonism in calcium assay. activation, % at 3 µM. CHO-K1 hM5 cells, Fluo-8 calcium fluorescence; 0% DMSO wells, 100% maximal acetylcholine response. P08912. AID 624037. 0.19% of 360,000 active;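 active means activation above the run's mean over test compounds plus 3 SD, cut at about 23% in these data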;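 further: signal is peak over basal fluorescence ratio across the kinetic read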
M1 PAM – positive allosteric modulators of human M1 muscarinic receptor. P11229. CHO-K1 hM1, Fluo-8 calcium fluorescence, ACh EC20; 0% = ACh EC20, 100% = maximal ACh. activation, % at 3 µM. 0.088% of 360,000 active; in the data active means activation above about 19%, passing the limit was not always enough
CHRM4 antagonist – CHRM4 antagonism in calcium assay | CHO-hM4 cells, ACh EC80, Fluo-8 calcium fluorescence | inhibition, % at 3 µM | 0.73% of 360,000 active;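 active means inhibition above its plate's cutoff, the mean inhibition of sample wells plus 3 SD, cut at about 27% in these data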;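 further: 0% = acetylcholine EC80 with DMSO and 100% = DMSO without agonist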
CRFBP-R2 block – CRF-BP/CRF-R2 complex antagonism; HEK293 CRF-R2/CRF-BP, CRF-induced calcium fluorescence; inhibition, % at 11.8 µM; 0.59% of 350,000 active; AID 588475;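 active means inhibition of the ligand-induced calcium signal above about 50% at the single tested concentration, limit read from the data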
Active calls of the source: *; · = no result given.

SMILES | CHRM5 antagonist | M4 ag | CRFBP-R2 block | M4 PAM | CHRM5 PAM | M1 PAM | CRFR2-BP ag | CHRM4 antagonist | CHRM5 agonist
CCN(C(=O)CN1CCN(c2ccccc2OC)CC1)c1c(N)n(Cc2ccccc2)c(=O)[nH]c1=O | -5.1 | 0.6 | 9.7 | -0.5 | 6.3 | 7.7 | -1.1 | 6.2 | -4.9
CNc1nc(C)cc(C)c1S(=O)(=O)c1ccc(C)cc1 | -7.9 | -0.3 | 3.2 | 1.8 | 0.8 | 6.2 | 0.2 | -0.1 | -3.0
COc1ccccc1C(CNC(=O)C1CCN(C(=O)Nc2ccccc2)CC1)N1CCCC1 (configuration not stated) | 3.3 | 0.4 | -0.9 | -2.3 | -2.2 | -4.2 | -1.0 | -0.2 | -8.2
O=C(COC(=O)Cc1cccs1)Nc1ccccc1Cl | 2.9 | 0.1 | 2.1 | -1.3 | 4.4 | 7.4 | -6.4 | 1.9 | 0.6
CC(=O)Oc1ccc2c(=O)c(-c3nc4ccccc4s3)coc2c1 | 10.9 | 3.0 | 3.1 | 18.4 | 2.8 | 12.4 | 2.9 | 0.1 | 2.5
CCN1C(=O)[C@H]2[C@@H](c3ccc(OC)cc3)N[C@]3(CCCN(Cc4ccc(C(F)(F)F)cc4)C3=O)[C@H]2C1=O | -4.3 | -0.2 | 0.0 | 1.1 | 7.4 | 0.0 | -1.7 | -1.0 | 0.3
CC(=O)N1CCc2cc(N=NC3=C(O)CCCC3=O)ccc21 | 9.7 | 2.0 | 1.2 | 0.6 | -1.8 | 1.1 | -0.5 | -1.7 | 0.2
Nc1cc(N2CCCCC2)c([N+](=O)[O-])cc1Cl | -2.3 | -1.2 | 23.6 | 0.4 | 2.6 | 4.3 | -5.2 | 3.9 | -3.6
O=C(NCC1CCCO1)c1ccccc1NS(=O)(=O)c1ccc(Br)s1 (configuration not stated) | 7.4 | 1.6 | -4.6 | 6.6 | -1.4 | 5.7 | 0.6 | 0.5 | 1.8
O=C(C/C=N/OCc1ccc(Cl)cc1Cl)c1ccccc1 | -3.7 | -0.4 | -2.4 | 7.1 | -1.4 | 2.9 | -0.3 | 0.8 | -0.9
COc1cc(C(=O)N2CCN(C3=NS(=O)(=O)c4ccccc43)CC2)cc(OC)c1OC | -11.1 | 0.8 | -6.6 | -4.5 | 1.1 | 6.7 | -1.4 | 2.0 | 0.9
COc1cc(SC)ccc1C(=O)N1CCc2ccccc21 | 7.2 | 0.1 | 11.0 | 3.1 | -2.0 | 5.8 | -2.5 | -2.8 | -5.2
CC(=O)c1ccc(NC(=O)CSc2nc3nn(-c4ccccc4)c(=O)c-3c3n2CCCCC3)cc1 | 8.5 | -0.6 | 17.0 | 0.6 | -11.2 | -4.3 | -5.2 | 5.0 | 2.3
CC(=O)OCC(=O)C1(O)CCC2C3CC(F)C4=CC(=O)CCC4(C)C3C(=O)CC21C (configuration not stated) | -5.0 | 1.1 | -13.6 | 9.9 | 7.7 | 10.2 | 1.8 | -0.8 | 2.0
CC1CCCN(CCCNC(=O)CN2C(=O)COc3ccc(S(=O)(=O)N4CCOCC4)cc32)C1 (configuration not stated) | 7.0 | 0.1 | -0.8 | 2.5 | -0.8 | 12.2 | 0.5 | 3.4 | -6.2
N#C/C(C(=O)N1CCOCC1)=c1/s/c(=C\c2ccccn2)c(=O)n1-c1ccccc1 | 5.7 | -0.5 | -1.7 | -2.2 | 5.4 | 2.4 | -0.2 | 5.8 | 0.6
CCOc1ccc(NC(=O)CNC(=O)c2cn(-c3ccccc3OC)c(=O)c3ccccc23)cc1 | -4.0 | 3.4 | 19.4 | 2.6 | -2.1 | -0.1 | 0.1 | -2.9 | -0.5
O=C1NC(=S)SC1=C1CCCC1 | 0.9 | 0.7 | -1.6 | 3.0 | -1.6 | 2.2 | 1.3 | 7.4 | -2.6
Cc1cccc(N2CC(C(=O)NC3CCCCCC3)CC2=O)c1C (configuration not stated) | 3.5 | 1.6 | -3.1 | -0.3 | -0.8 | 1.5 | -0.2 | 5.2 | 4.1
O=C(NC(=S)NC(c1ccccc1)c1ccncc1)c1ccccc1 (configuration not stated) | -3.9 | -0.8 | -30.9 | 14.7 | 12.8 | 4.2 | -2.9 | -1.8 | 4.6
Cc1ccc(S(=O)(=O)NCC(=O)N(c2ccccc2)C(C(=O)NCc2ccccc2)c2ccco2)cc1 (configuration not stated) | 3.0 | 2.4 | -16.8 | -12.3 | -5.3 | -6.6 | 0.0 | 4.5 | -2.0
O=C1c2ccccc2C(=Nc2ccccc2)C1c1cccc(Br)c1 (configuration not stated) | -2.8 | -0.5 | -39.8 | 18.6 | -2.7 | 3.3 | 1.5 | -11.1 | -2.8
CCOC(=O)N1CCN(C(=O)CSc2cc(C)nc3c(-c4ccccc4OC)c(C)nn23)CC1 | 13.6 | 0.0 | -4.8 | 0.9 | -6.9 | 3.1 | -4.8 | 6.4 | 2.4
C/C(=N\NC(=O)CSCc1ccc([N+](=O)[O-])cc1)c1cccc(Br)c1 | -11.8 | 5.3 | -12.7 | 2.5 | 5.1 | -0.2 | -1.3 | -4.6 | -1.9
O=C(NCc1ccco1)c1c[nH]c2ccc(S(=O)(=O)N3CCOCC3)cc2c1=O | 2.6 | 1.0 | -1.4 | 0.6 | -3.6 | 9.7 | 0.4 | -1.1 | -0.9

Exported with values under each structure: part of the list above
Every second line gives: CHRM5 antagonist	M4 ag	CRFBP-R2 block	M4 PAM	CHRM5 PAM	M1 PAM	CRFR2-BP ag	CHRM4 antagonist	CHRM5 agonist
- CNc1nc(C)cc(C)c1S(=O)(=O)c1ccc(C)cc1
→ -7.9	-0.3	3.2	1.8	0.8	6.2	0.2	-0.1	-3.0
- O=C(C/C=N/OCc1ccc(Cl)cc1Cl)c1ccccc1
→ -3.7	-0.4	-2.4	7.1	-1.4	2.9	-0.3	0.8	-0.9
- O=C(NC(=S)NC(c1ccccc1)c1ccncc1)c1ccccc1 (configuration not stated)
→ -3.9	-0.8	-30.9	14.7	12.8	4.2	-2.9	-1.8	4.6

(listing goes on)
SMILES | CHRM5 antagonist | M4 ag | CRFBP-R2 block | M4 PAM | CHRM5 PAM | M1 PAM | CRFR2-BP ag | CHRM4 antagonist | CHRM5 agonist
CN(CC(=O)Nc1ccc(N2CCOCC2)cc1)C(=O)CCNC(=O)c1ccccc1Cl | 3.8 | -0.4 | -13.6 | -8.7 | -1.3 | 4.6 | 2.5 | 14.6 | -2.4
CCN(CC)CCN(C)C(c1ccnc2ccccc12)c1nnnn1-c1ccc2c(c1)OCCO2 (configuration not stated) | -4.7 | 2.4 | · | 0.0 | 0.9 | · | · | -4.1 | -3.6
CCCCNC(=O)CCCCCNS(=O)(=O)c1ccc(Br)cc1 | -6.1 | 2.5 | 6.2 | 0.1 | -0.6 | -4.0 | -0.6 | -4.8 | -2.4
O=C(Nc1nccs1)c1ccc(S(=O)(=O)c2ccccc2)cc1 | -8.6 | 1.3 | 5.9 | -4.8 | 8.2 | 0.2 | 1.4 | -2.7 | -0.8
NC(=O)[C@@H]1CCCNc2c(I)cc([N+](=O)[O-])cc2C(=O)N[C@@H](Cc2ccccc2)C(=O)N[C@@H](Cc2cnc[nH]2)C(=O)N1 | 15.8 | -0.7 | 6.5 | 7.5 | -5.6 | 5.6 | -1.9 | 6.0 | -1.6
CC(/C=C/c1ccccc1)=N\NC(=O)c1ccncc1 | 7.3 | 1.2 | -2.8 | -2.4 | 1.3 | 1.4 | 0.5 | 7.6 | 2.5
O=C(OC(C(=O)NCc1ccccc1)c1ccccc1)c1ccco1 (configuration not stated) | 4.9 | 1.5 | -8.0 | -7.1 | -0.3 | -3.9 | 0.4 | 12.8 | -1.2
Cc1ccc(C(=O)COc2nc(C)cc(C)c2C#N)cc1 | -5.1 | -1.0 | 27.0 | 3.3 | 1.9 | 1.3 | -3.6 | -14.8 | -5.7
COc1ccc(NC(=O)CN2CCN(S(=O)(=O)c3ccc(Cl)cc3)CC2)cc1 | 4.4 | 0.0 | 15.5 | 1.3 | -5.7 | 1.3 | 1.2 | 3.9 | -2.9
Cc1ccc2nsnc2c1NC(=O)CCc1ccccc1 | -0.6 | 1.0 | 17.8 | 3.1 | -3.2 | -5.9 | -1.1 | -1.3 | -2.3
CCN(C(=O)CSc1nnc(Cn2nnc3ccccc32)o1)c1nc(C)cs1 | -10.3 | 3.7 | -5.7 | 9.1 | 5.5 | 2.5 | -1.6 | -8.1 | 1.4
COc1ccc(OC)c(CNC(=O)CCN2C(=O)COc3ccccc32)c1 | 5.6 | 1.1 | 20.1 | 4.6 | -4.1 | 1.6 | -3.2 | -4.0 | 2.0
CS(=O)(=O)N(CC(=O)N1CCOCC1)c1cccc(F)c1 | 9.7 | -0.5 | -9.2 | -4.2 | 2.3 | 7.6 | -0.8 | 6.2 | 1.9
CCC1=C(OC(=O)N(CC)CC)N2C(=O)OC(=NCC(=O)OC)[C@]2(C)[C@H]2C1=CC[C@H]1C(=O)N(CC)C(=O)[C@H]12 | 4.9 | 0.6 | -2.1 | -0.1 | 13.3 | -1.1 | -0.2 | -3.3 | 0.6
Cc1nnc(N/N=C/c2ccccc2F)n1N | 2.2 | 0.9 | 3.9 | -2.8 | 2.2 | 1.4 | -0.2 | 5.5 | -2.4
COCCn1nnnc1C(c1ccc(OC)c(OC)c1)N1CCc2ccccc21 (configuration not stated) | -0.7 | 0.7 | 6.5 | -1.0 | -2.9 | -3.2 | -1.5 | 6.6 | 4.7
O=C(O)Cc1ccc(-n2cccc2)cc1 | 5.7 | 0.9 | 8.4 | 7.9 | 6.2 | 10.8 | 1.3 | -3.2 | -1.6
COc1ccc(CC2(CO)CCN(Cc3ccc4c(c3)CCO4)CC2)cc1 | -1.4 | 1.3 | -29.6 | -3.4 | 5.8 | 4.1 | 15.9 | -7.5 | -6.2
CC1CN(C(=O)CCCN2C(=O)c3ccccc3C2=O)CC(C)O1 (configuration not stated) | 15.9 | 0.2 | 0.9 | -0.5 | -2.8 | 13.7 | 1.4 | -12.7 | -2.4
O=C(CCCN1C(=O)C(c2ccccc2)Oc2cccnc21)NCc1ccc(F)cc1 (configuration not stated) | 9.1 | 9.8 | 0.2 | -1.5 | -4.2 | -0.7 | -0.3 | -0.3 | -1.7
Cc1ccccc1NC(=S)N(CCN1CCCCC1)Cc1ccco1 | 11.3 | 14.7 | 32.3 | -12.8 | -11.4 | -6.3 | -2.0 | -4.9 | -11.9
c1ccc(Nc2nc(-c3cccnc3)cs2)nc1 | 2.1 | 0.7 | 6.6 | -4.6 | 1.8 | 6.7 | -1.1 | 3.8 | -5.9
O=C(CSc1nnc(SCc2ccccc2)s1)N/N=C/C=C/c1ccccc1[N+](=O)[O-] | -4.6 | 3.2 | -17.2 | 0.8 | -0.2 | -3.2 | 3.2 | 3.5 | -1.5
CCCCCCOc1ccc(OCC(O)CN2C(=O)NC(C)(C)C2=O)cc1 (configuration not stated) | 0.2 | 2.6 | -35.9 | 8.1 | 2.8 | 10.6 | -0.7 | 9.7 | -1.0
Cc1cc(SCC(=O)N/N=C/c2ccc(O)c(O)c2O)c(C)cc1Br | 9.6 | 10.4 | -53.2 | -12.4 | -9.0 | -6.4 | -5.5 | 23.9 | 2.5
O=C(OCc1nc2ccccc2[n+]([O-])c1C(=O)c1ccccc1)c1cccnc1 | 1.8 | 1.6 | 25.1 | -2.0 | 0.3 | 1.3 | -0.4 | -0.7 | -1.8
